BH1578 lux ind = quorum light induction in luxS cqsA deficient V. cholerae | V. cholerae BH1578 lux reporter, luminescence, 6 h | activation, % at 18.7 µM | actives 0.16% (n = 350,000) | AID 588436; in the data active means activation mostly above about 9.7%, no sharp cut-off; inconclusive means no clear call, values can overlap the other calls; inactive means mostly below about 3.7%; further: not every result past the cut was called active; inactives centre near 0; reference of the scale not given here
TcdB GH inh = TcdB glycohydrolase inhibition; P18177; TcdB glycohydrolase enzymatic assay, plate reader; inhibition, % at 9.99 µM; actives 0.24% (n = 350,000); AID 652162; in the data active means inhibition above about 10%
SSB-PriA inh = K. pneumoniae PriA-SSBct interaction inhibition; AlphaScreen SSBct-PriA binding, biotinylated peptide; inhibition, % at 33 µM; actives 0.6% (n = 430,000); AID 1272365; in the data active means inhibition mostly above about 37%, no sharp cut-off; inactive means mostly below about 20%;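 further: plate controls were negative control peptide for no effect and reference peptide for full effect; strong numbers were not always called active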
Yp Topo-I inh = Y. pestis Topo-I inhibition via cleavage products. actives 0.064% (n = 360,000). activity, % at 10 µM. Y. pestis Topo-I cleavage product accumulation, plate reader; in the data active means activity above about 50%, passing the limit was not always enough; inconclusive means no clear call, values can overlap the other calls; further: inactives centre near 2
SARS 3CLpro inh = SARS-CoV 3CLpro protease inhibition. P0C6X7. recombinant SARS-CoV 3CLpro, quenched FRET peptide cleavage. inhibition, % at 6 µM. actives 0.14% (n = 290,000). AID 1706; in the data active means inhibition above about 12%
CCHFV vOTU inh = CCHFV vOTU protease inhibition; actives 0.55% (n = 370,000); inhibition, % at 11.5 µM; Pep-AMC fluorescence; in the data active means inhibition above about 30%; further: 0% = vehicle wells with enzyme and 100% = no enzyme wells
BoNT-A LC inh2 = blocks Botulinum neurotoxin A light chain protease; AID 588499; inhibition, % at 10 µM; multiplex microsphere protease substrate cleavage, flow cytometry; actives 0.17% (n = 360,000); further: plate controls were buffer without enzyme for full effect and enzyme alone for no effect
PfHsp40 yeast = rescue of PfHsp40-mediated yeast toxicity. actives 0.68% (n = 340,000). growth rescue, % at 12.5 µM. S. cerevisiae expressing PfHsp40, growth rescue, ATP luminescence. AID 504582; in the data active means growth rescue above about 28%, passing the limit was not always enough; inconclusive means no clear call, values can overlap the other calls;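 further: yeast W303a lacking pdr1 and pdr3 grown in galactose medium; growth measured after three days at 30 °C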
Anthrax LF inh2 = blocks Bacillus anthracis lethal factor protease | actives 0.12% (n = 360,000) | inhibition, % at 10 µM | multiplex microsphere protease cleavage assay, LF | AID 588501; further: plate controls were buffer without enzyme for full effect and enzyme alone for no effect
Target sequence (P15917 whole entry, looked up): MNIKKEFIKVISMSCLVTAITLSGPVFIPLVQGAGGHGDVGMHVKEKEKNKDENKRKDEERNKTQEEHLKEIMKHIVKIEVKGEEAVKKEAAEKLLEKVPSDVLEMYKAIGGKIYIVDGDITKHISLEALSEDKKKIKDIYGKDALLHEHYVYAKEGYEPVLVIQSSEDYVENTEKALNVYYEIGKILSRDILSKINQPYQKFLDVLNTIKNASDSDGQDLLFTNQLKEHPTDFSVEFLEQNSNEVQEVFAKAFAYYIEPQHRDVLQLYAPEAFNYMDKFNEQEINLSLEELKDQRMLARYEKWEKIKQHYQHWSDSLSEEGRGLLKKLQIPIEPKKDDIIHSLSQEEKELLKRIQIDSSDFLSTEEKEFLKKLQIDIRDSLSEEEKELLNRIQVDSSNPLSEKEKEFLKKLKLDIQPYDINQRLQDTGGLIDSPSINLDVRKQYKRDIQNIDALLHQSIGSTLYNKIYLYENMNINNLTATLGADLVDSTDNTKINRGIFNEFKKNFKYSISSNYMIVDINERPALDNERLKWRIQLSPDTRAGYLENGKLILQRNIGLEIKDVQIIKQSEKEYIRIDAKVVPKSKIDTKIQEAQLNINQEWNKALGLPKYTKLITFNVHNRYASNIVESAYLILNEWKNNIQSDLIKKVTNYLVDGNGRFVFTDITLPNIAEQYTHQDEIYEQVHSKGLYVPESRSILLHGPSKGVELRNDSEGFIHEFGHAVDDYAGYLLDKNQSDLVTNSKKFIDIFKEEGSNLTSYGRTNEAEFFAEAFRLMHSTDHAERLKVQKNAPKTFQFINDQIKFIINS
DUSP3 inh = blocks human VHR1 dual specificity phosphatase. P51452. recombinant VHR phosphatase, pNPP absorbance. inhibition, % at 13.3 µM. actives 0.52% (n = 290,000); in the data active means inhibition above about 50%; further: some compounds called inactive have numbers as strong as hits
Target sequence (P51452 whole entry, looked up): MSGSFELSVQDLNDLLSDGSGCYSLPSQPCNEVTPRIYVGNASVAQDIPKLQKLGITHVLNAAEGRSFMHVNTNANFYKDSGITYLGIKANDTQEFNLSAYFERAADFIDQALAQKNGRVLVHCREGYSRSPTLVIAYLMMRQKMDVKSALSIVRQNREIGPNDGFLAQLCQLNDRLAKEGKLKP
* hit, by the source's call; i = inactive; ? = inconclusive; / = not tested or not shown; & = joins results of further samples. Unless noted, no stated cut-off is given here; in the data, active means inhibition above about 30%; inconclusive means no clear call, values can overlap the other calls; inactive means below that. The list is partial (hit frequency here may not be typical).

Molecule	BH1578 lux ind	TcdB GH inh	SSB-PriA inh	Yp Topo-I inh	SARS 3CLpro inh	CCHFV vOTU inh	BoNT-A LC inh2	PfHsp40 yeast	Anthrax LF inh2	DUSP3 inh
Cc1cc(C)c2c(=O)[nH]c(SCc3ccc([N+](=O)[O-])cc3)nc2n1	-0.5	1.6	3.5	1.0	-2.6	-12.4	-0.2	0.7	1.1	18.4
COc1ccc(NC(=O)CC2C(=O)N(C)C(=S)N2CCc2ccccc2F)cc1 (stereo unspecified)	i	2.3	-2.6	24.4	-2.7	5.5	-1.5	1.7	0.4	10.6
O=C(NCc1ccccn1)c1cc(-c2ccncc2)nc2ccccc12	i	1.2	0.3	9.9	/	-5.1	/	-0.6	/	/
Clc1ccccc1Nc1nc2ccccc2o1	i	1.8	-19.5	-1.3	/	0.1	-3.2	0.5	-3.9	/
CN1CCN(Cc2cc(=O)oc3ccc(Cl)cc23)CC1	-0.4	/	-2.1	-8.6	-2.6	-2.9	-1.0	-1.7	-15.4	18.7
Cc1onc(-c2ccccc2)c1C(=O)Nc1cccc(S(=O)(=O)N2CCCCC2)c1	i	0.3	-6.3	20.2	/	-1.5	0.3	1.1	1.3	/
CCCCn1c(N)c(N(CCOC)C(=O)c2cc(C)oc2C)c(=O)[nH]c1=O	i	1.9	-1.4	4.1	/	-10.9	/	-0.7	/	/
Cc1ccc2c(CC(=O)NCc3cccs3)coc2c1	-0.5	1.9	0.7	-6.5	-3.2	-9.9	1.5	0.0	0.3	-4.8
CNC(=S)N(Cc1ccc(OC)cc1)Cc1cc2cc(C)ccc2[nH]c1=O	0.4	-0.1	-3.3	4.0	3.4	-6.4	-0.4	-1.2	-1.1	9.0
CC(C(=O)N1CCc2ccccc21)N1CCN(Cc2ccc(Cl)cc2)CC1 (stereo unspecified)	-0.3	0.5	3.4	28.1	3.5	1.3	-2.0	0.1	-1.7	0.0
O=C(CCN1C(=O)/C(=C/C=C/c2ccccc2)SC1=S)Nc1nccs1	0.4	/	9.8	3.3	3.6	5.8	9.4	0.0	5.8	14.0
O=C(O)c1ccc2c(c1)C(=O)N(c1cc(C(=O)O)ccc1Br)C2=O	i	/	-3.5	-4.0	-1.1	-0.1	0.1	1.0	2.8	-11.0

Compound profiles (already shown). Order of screens: BH1578 lux ind, TcdB GH inh, SSB-PriA inh, Yp Topo-I inh, SARS 3CLpro inh, CCHFV vOTU inh, BoNT-A LC inh2, PfHsp40 yeast, Anthrax LF inh2, DUSP3 inh
Profile of Clc1ccccc1Nc1nc2ccccc2o1 = i, 1.8, -19.5, -1.3, /, 0.1, -3.2, 0.5, -3.9, /
Profile of CN1CCN(Cc2cc(=O)oc3ccc(Cl)cc23)CC1 = -0.4, /, -2.1, -8.6, -2.6, -2.9, -1.0, -1.7, -15.4, 18.7
Profile of CC(C(=O)N1CCc2ccccc21)N1CCN(Cc2ccc(Cl)cc2)CC1 (stereo unspecified) = -0.3, 0.5, 3.4, 28.1, 3.5, 1.3, -2.0, 0.1, -1.7, 0.0

Among those listed so far, 2 have an aryl methoxy group:
Molecule	BH1578 lux ind	TcdB GH inh	SSB-PriA inh	Yp Topo-I inh	SARS 3CLpro inh	CCHFV vOTU inh	BoNT-A LC inh2	PfHsp40 yeast	Anthrax LF inh2	DUSP3 inh
COc1ccc(NC(=O)CC2C(=O)N(C)C(=S)N2CCc2ccccc2F)cc1 (stereo unspecified)	i	2.3	-2.6	24.4	-2.7	5.5	-1.5	1.7	0.4	10.6
CNC(=S)N(Cc1ccc(OC)cc1)Cc1cc2cc(C)ccc2[nH]c1=O	0.4	-0.1	-3.3	4.0	3.4	-6.4	-0.4	-1.2	-1.1	9.0

Next compounds follow.
Molecule	BH1578 lux ind	TcdB GH inh	SSB-PriA inh	Yp Topo-I inh	SARS 3CLpro inh	CCHFV vOTU inh	BoNT-A LC inh2	PfHsp40 yeast	Anthrax LF inh2	DUSP3 inh
CC1CCCC(C)N1S(=O)(=O)c1ccc(NC(=O)CNC2CCCC2)cc1 (stereo unspecified)	-0.5	0.3	-8.4	-3.1	4.0	8.9	-2.4	0.1	-8.1	18.5
O=[N+]([O-])c1ccc(-c2c(O)c3ccccc3c3nc4ccccc4nc23)cc1	i	-4.5	2.5	-0.8	6.0	-2.2	-1.3	-1.2	-0.1	-9.1
O=C(N/N=C/c1ccccn1)C(=O)N1CCCCCC1	-1.1	1.1	i	-2.5	-2.7	-7.7	-6.3	2.0	-10.0	15.5
Cc1c(NC(=O)c2cn3ccccc3n2)cccc1-n1cnnn1	-2.1	1.7	-9.9	-5.6	-0.6	12.4	0.1	1.0	-19.1	14.4
Cc1ccc(-n2ncc3c(N4CCN(c5ccccc5)CC4)ncnc32)c(C)c1	-0.2	/	7.5	1.3	0.8	-2.0	-24.1	-0.7	?	12.0
O=C(/C=C/c1ccccc1)Nc1cccc(S(=O)(=O)Nc2ccccc2F)c1	-0.3	1.0	4.7	4.4	1.1	11.4	-0.3	0.8	-3.3	7.3
CCCNC(=O)CSc1nc(-c2cccs2)cc(C(F)(F)F)n1	-2.9	/	-2.0	0.3	1.1	6.9	1.1	-0.7	-1.9	27.3
Cc1csc(SC(C)C(=O)Nc2ccc(Cl)cn2)n1 (stereo unspecified)	i	/	4.9	4.0	-1.8	1.2	-0.9	-1.1	-7.6	25.9
COC(=O)CSc1nc(C)c2ccc(OC)cc2n1	i	/	-6.1	6.4	-1.5	-42.3	0.7	-1.1	2.0	13.3
CC(C)C(=O)Nc1cccc(C(=O)Nc2nccs2)c1	/	/	-16.6	-4.4	0.0	1.0	-0.5	-0.3	-1.4	6.4
Cc1nc(-c2ccc(F)cc2)c(CC(=O)N2CCN(S(=O)(=O)c3ccccc3Br)CC2)s1	-0.3	-0.5	0.0	20.0	-8.4	3.5	-0.2	-0.5	-4.9	-4.4
CC(=O)c1ccc(OC(=O)CCN2c3ccccc3Sc3ccccc32)cc1	-0.4	/	0.3	-6.7	4.5	11.0	0.8	0.4	1.9	1.3
O=C(Nc1ccc(S(=O)(=O)N2CCOCC2)cc1)c1nn(-c2ccc(F)cc2)ccc1=O	-0.6	-0.8	7.1	2.5	-2.6	1.8	1.5	-1.4	-0.4	-3.6
C[C@H](CO)N1C[C@H](C)[C@H](CN(C)C(=O)Oc2ccccc2)OCc2cnnn2CCCC1=O	i	-0.2&-1.1	/	0.1	/	-3.7	0.1	/	-0.8	/
Cc1nc(NC(=O)C(C)(C)C)sc1-c1nc(N)sc1-n1cc(-c2ccccc2)nn1	/	1.4	/	/	/	8.6	-0.5	/	0.6	/
NC(=O)c1c(NC(=O)C2CCCO2)sc2c1CCC2 (stereo unspecified)	-3.3	/	-6.9	3.3	0.2	-7.7	0.3	-0.4	-4.1	-16.7
CN(O)C(=O)Nc1ccc([N+](=O)[O-])cc1	i	7.9	-12.7	-7.1	2.7	9.9	-1.4	-0.8	-11.1	16.6
CSc1nc(C)c(Cc2c(F)cccc2Cl)c(=O)[nH]1	0.9	0.9	-4.9	-12.5	-4.4	12.4	2.5	-1.1	9.8	27.1
COc1ccccc1Nc1nnc(SCC(=O)N2CC(=O)Nc3ccccc32)s1	i	/	3.6	16.3	0.4	12.5	-0.2	0.3	0.8	13.3
O=C(O)CC(Cc1ccccc1)c1ccc2c(c1)OCO2 (stereo unspecified)	i	/	-5.8	-4.3	8.0	8.1	-0.6	-1.0	-3.2	-4.2
COc1ccc(NC(=O)CSc2nc3ccsc3c(=O)n2Cc2ccccn2)c(OC)c1	-0.7	-0.1	-10.3	23.5	-1.6	2.5	-0.8	-0.8	-7.5	11.6
Cc1cccc(-c2c3c(=O)n(C)c(=O)n(C)c3cn2C2CCCCC2)c1	-0.3	/	-4.9	-6.9	-5.8	0.8	-0.2	-0.9	-7.9	16.7
CCC1(OC(=O)CN)C(=O)OCc2c1cc1n(c2=O)Cc2cc3ccccc3nc2-1 (stereo unspecified)	i	0.3	-2.9	3.9	-2.7	/	-1.8	1.8	-9.3	0.4
NNC(=S)NCCc1ccccc1	-0.3	0.0	1.5	3.1	5.7	0.2	-0.8	0.9	1.0	13.4
O=S(=O)(c1cccs1)N1CN(Cc2ccccc2)c2nc3ccccc3nc21	i	/	-10.0	-0.8	0.5	-7.7	0.2	5.7	2.4	13.6
O=C1CCCN1CCC(=O)N1CCCC(CO)(Cc2ccccc2)C1 (stereo unspecified)	-0.2	-0.7	2.1	8.8	-3.5	3.9	-1.4	-0.9	4.4	62.7
CC(C(=O)NCCCN1CCOCC1)n1cccc1C(=O)c1ccccc1 (stereo unspecified)	i	/	8.3	2.4	-0.5	13.2	0.0	-1.0	-4.0	48.5
CCN(CC)c1ncnc2c1cnn2C	i	/	-0.6	7.7	-0.1	9.3	0.4	0.1	-1.3	27.5
O=C(Nc1nccs1)c1ccc(COc2ccccc2)o1	-0.4	-1.4	-1.5	-1.8	-7.8	-0.5	/	1.3	/	42.1
Nc1nc(SCC(=O)Nc2cc(C(F)(F)F)ccc2Cl)[nH]c(=O)c1NC(=O)c1ccco1	i	-0.3	-1.8	-2.2	-11.3	-6.8	1.2	-0.7	1.7	10.1
CCOc1cc(C(=O)N2CCC(CC3CC(c4ccccc4)=NO3)(C(=O)NCc3ccc(OC)cc3)CC2)cc(OCC)c1OCC (stereo unspecified)	-0.3	1.3	1.3	11.2	/	2.4	-0.2	1.7	7.7	/
CC(=O)c1cc(-c2ccccc2)[nH]c1N1CCOCC1	-0.7	0.3	-13.5	4.3	45.6*	0.8	1.8	-1.7	-2.5	30.5
Oc1ccc2ccccc2c1CN1CCCC1	i	0.9	3.7	-4.0	2.5	-2.5	-2.0	0.0	-4.3	3.6
COc1ccc(C(=O)Nc2cccnc2)cc1	0.9	/	-9.2	2.9	3.9	5.3	-1.1	-0.1	1.8	-1.7
CCCOc1ccc(/C(O)=C2/C(=O)C(=O)N(CCCOC)C2c2cccnc2)cc1 (stereo unspecified)	0.6	/	/	-6.7	0.1	17.9	-0.6	-1.7	-5.3	16.9
COCCN(C(=O)c1ccc(C#N)cc1)c1c(N)n(Cc2ccccc2)c(=O)[nH]c1=O	0.6	-0.1	0.5	6.4	/	8.2	0.5	-0.4	1.6	/

Source: PubChem BioAssay (several laboratories)
